Screens (PubChem BioAssay)
SRC3 TRFRET art = TR-FRET detection interference compounds, artefact control for PPARgamma SRC-3 recruitment agonists, biochemical, TR-FRET ratio; TR-FRET artefact counter-screen, PPARgamma/SRC-3 format; hits give high values; TR-FRET ratio at 8 µM; 99,000 compounds, 0.39% hits; AID 1048, 2008; in the data active = TR-FRET ratio above about 2000; also: inactives centre near 1600
SRC1 TRFRET art = TR-FRET detection interference compounds, primary screen, artefact control for PPARgamma SRC-1 recruitment agonists, biochemical, TR-FRET emission ratio. 99,000 compounds, 0.34% hits. TR-FRET ratio at 8 µM. TR-FRET detection artefact counter-screen; hits give high values; in the data active = TR-FRET ratio above about 2300; also: inactives centre near 1800
The depositor's hits bear a star.

SMILES	SRC3 TRFRET art	SRC1 TRFRET art
CS(=O)(=O)Nc1ccc(C2=NN(C(=O)C3CCCCC3)C(c3cccs3)C2)cc1 (stereo unspecified)	1621	1437
O=C(Nc1ccc(Cl)c(S(=O)(=O)N2CCOCC2)c1)c1ccccn1	1733	1880
O=C(/C(=C\c1ccccc1)c1nc2ccccc2[nH]1)c1ccc(Cl)cc1	1710	1861
NC(=O)c1c(-c2ccc(Cl)cc2Cl)csc1NC(=O)Cc1ccccc1	1645	1937
CCCCC(CC)C(=O)N1CCN(C(=O)c2ccco2)CC1 (stereo unspecified)	1981	1919
Cc1nnc(NC(=O)C2CCN(S(=O)(=O)c3ccc(Cl)cc3)CC2)s1	1553	1916
CCOC(=O)c1ccc(NC(=O)C(CC)(CC)C(=O)OCC)cc1	1495	1884
Cc1cc(C(F)(F)F)nn1CC(=O)N(C)c1ccccc1	1635	1953
COc1cc(/C=N/NC(=O)c2cccnc2)ccc1OCC(=O)Nc1ccc(C)cc1	1608	1873
COc1cccc(C2=NN(S(C)(=O)=O)C(c3cccs3)C2)c1 (stereo unspecified)	1556	1949
Cc1nc(N2CCCC2)c2nnn(Cc3ccccc3Cl)c2n1	1610	2148
CC(C)c1ccc(O)c(NC(=S)NC(=O)CCc2ccccc2)c1	1672	2127
COC(=O)c1cn(C(=O)c2ccc(Br)o2)c2ccccc12	1585	2069
Oc1ccccc1N=Cc1sc2ccccc2c1Cl	1763	1975
CC(=O)c1ccc(N2CCN(C(=O)/C=C/c3ccc(S(=O)(=O)N4CCOCC4)cc3)CC2)cc1	1547	1608
O=C(N/C(=C/c1ccco1)C(=O)N1CCOCC1)c1cccs1	1403	1668
CCc1nc(Sc2nnnn2-c2ccccc2)c2c3c(sc2n1)CCCC3	1454	1768
COc1ccc(S(=O)(=O)N(C)C)cc1NC(C)C(=O)Nc1cccc(C#N)c1 (stereo unspecified)	1563	1759
Cc1ccc(NC(=O)C(C)c2cccc(C(=O)c3ccccc3)c2)cc1O (stereo unspecified)	1308	1710
CC1CN(CCOCCSc2ccccc2)CC(C)O1 (stereo unspecified)	1605	1999
Cc1cc(C)cc(NC(=O)C(OC(=O)c2ccc([N+](=O)[O-])o2)c2ccccc2)c1 (stereo unspecified)	1524	1855
CCOC(=O)C1=C(CP(=O)(c2ccccc2)c2ccccc2)NC(=O)NC1c1ccc(OC)cc1 (stereo unspecified)	1719	1987
CN1CCc2nc(NC(=O)COc3ccc4ccccc4c3)sc2C1	1826	1981
CCOC(=O)C(C)N1C(=O)S/C(=C/c2cc(C)n(-c3ccncc3)c2C)C1=O (stereo unspecified)	1536	1658
COc1ccc(C(=O)N/C(=C\c2cccc([N+](=O)[O-])c2)C(=O)Nc2cccc(C(=O)O)c2)cc1	1807	1695
Fc1ccc(COc2ccc3ccccc3c2CNc2nn[nH]n2)cc1	1405	1737
CCCCOC(=O)Nc1nnc(SCCOc2ccc(C)cc2)s1	1656	1676
CN(C)CCNC(=O)C(=O)c1c(-c2ccccc2)cc2ccccn12	1824	1838
c1ccc(Cn2nnnc2C(c2cccs2)N2CCc3ccccc3C2)cc1 (stereo unspecified)	1611	1691
CN(Cc1ccc(F)cc1)Cc1nc(-c2cnccn2)no1	1504	1594
Clc1ccc2nc(N3CCCCC3)sc2c1	1506	1589
COCCCN=C1NN=C(c2cc(C)n(-c3ccccc3)c2C)CS1	1788	1874
COc1ccc(Cn2c(S(=O)(=O)CC(N)=O)nc3ccccc32)cc1[N+](=O)[O-]	1514	2038
Cc1cccc(N(Cc2cc3ccccc3[nH]c2=O)S(C)(=O)=O)c1	1522	1607
CN(C)C(=S)N=Nc1[nH]c2ccccc2c1O	1662	1816
O=C(CSc1ccc2nnc(-c3ccccn3)n2n1)Nc1nccs1	1590	1676
O=C(/C=C/c1ccncc1)c1ccc2c(c1)OCCO2	1556	2130
CN(Cc1ccccc1)C(=O)COC(=O)/C=C/c1ccco1	1357	1736
COc1ccc(CN2CCNC(=O)C2CC(=O)NCc2cn3ccc(C)cc3n2)c(OC)c1 (stereo unspecified)	1697	1907
COc1ccc(OCCCC(=O)Nc2nc(C)c(C(C)=O)s2)cc1	1590	1893
O=C(Nc1cccc(C(=O)O)c1)/C(=C\c1ccc2c(c1)OCO2)NC(=O)c1ccccc1	1441	1842
Cc1nc2cc(C(F)(F)F)ccc2n1C1CCN(CC(=O)N2CCCC2)CC1	1761	1903
O=C(NN=C1CCCCCC1)c1c[nH]c2ccccc12	1529	1396
NS(=O)(=O)c1cccc(NC(=S)NCc2ccc3c(c2)OCO3)c1	1554	1742
CS(=O)(=O)N(CC(=O)Nc1ccccc1-c1ccccc1)c1cccc(F)c1	1721	2288
Cc1cc(C)cc(NC(=O)CN2CCN(CCN=CC3=C(O)CC(c4ccc(Cl)cc4)CC3=O)CC2)c1 (stereo unspecified)	1565	2111
CCCC/C(C)=N/NC(=O)NC1CCCCC1	1803	1934
O=C(NCCOCc1ccc(Cl)cc1)c1ncn[nH]1	1491	1684
COc1cc(/C=C2\SC(=O)NC2=O)ccc1Oc1ccc([N+](=O)[O-])cc1[N+](=O)[O-]	1188	1717
Nc1ccc(Sc2ccc([N+](=O)[O-])cc2)cc1	1611	1798
Cc1cc(-c2ccc(Br)s2)nc(-n2cccc2)n1	2617*	2540*
CC[n+]1ccc(/C=C2\Sc3ccccc3N2CCCS(=O)(=O)[O-])c2ccccc21	1700	2079
CC(OC(=O)C1CCCCC1)c1nc2ccccc2[nH]1 (stereo unspecified)	1546	1650
CCOC(=O)c1c(NC(C)=O)sc2c(OCCN(CC)CC)c(Br)ccc12	1459	1631
CCc1ccccc1NC(=S)N(CCCN1CCOCC1)Cc1ccccn1	1772	1895
CCN1CCN(C(=S)Nc2ccc3nc(N4CCN(CC)CC4)cc(C)c3c2)CC1	1703	1972
Cc1ccc(S(=O)(=O)/N=C(\Nc2cccc(C)c2)Nc2nc(C)cc(C)n2)cc1	1735	1734
COc1c(C)cc(Br)cc1C(=O)Nc1ccccc1N1CCN(C(=O)c2ccccc2)CC1	1777	1660
O=c1cc(CSc2ccc(Cl)cc2)nc(-c2ccncc2)[nH]1	1343	1637
O=C(Nc1ccccc1CC[N+](=O)[O-])N1CCN(c2ccccc2)CC1	1420	1803

Looked up above.
In SRC3 TRFRET art, c1ccc(Cn2nnnc2C(c2cccs2)N2CCc3ccccc3C2)cc1 (stereo unspecified) is listed with 1611
In SRC1 TRFRET art, CCOC(=O)C1=C(CP(=O)(c2ccccc2)c2ccccc2)NC(=O)NC1c1ccc(OC)cc1 (stereo unspecified) is listed with 1987

Next section:
SMILES	SRC3 TRFRET art	SRC1 TRFRET art
Cc1cccc(-c2nc(CSc3nc4c(c(=O)[nH]3)CCC4)c(C)o2)c1	1649	1680
COC(=O)[C@@H](NC(=O)O[C@@H]1C(=O)c2cc(Br)ccc2O[C@H]1c1cccc(OC)c1)C(C)C	1426	1455
Cc1ccc(/C=[N+](/C)[O-])cc1	1591	1879
CC(CCc1ccccc1)NC(=O)c1nnc(Cc2ccc(F)cc2)o1 (stereo unspecified)	1527	1738
COc1ccc(-c2[nH]ncc2CN2CCCC(C(=O)c3ccc(OC)cc3OC)C2)cc1 (stereo unspecified)	1519	1929
COc1ccccc1C1C([N+](=O)[O-])=CC([N+](=O)[O-])=CN1C (stereo unspecified)	1440	1771
CC(CCc1ccccc1)NC(=O)Cc1ccc([N+](=O)[O-])cc1 (stereo unspecified)	1654	1849
O=C(CN1CCOCC1)Nc1ccc2c(c1)OCO2	1575	1699
Cc1ccc(Cl)cc1N=C(N)N=C(N)N	1386	1947
O=C1C2CSCN2C(=O)CN1CCCN1CCN(C(c2ccccc2)c2ccccc2)CC1 (stereo unspecified)	1718	1889
c1ccc(COc2cccc(CNCc3cccnc3)c2)cc1	1452	2076
CC(C(=O)N1CCOCC1)c1ccc([N+](=O)[O-])cc1 (stereo unspecified)	1688	1719
CC1(C)Cc2c(c(N3CCOCC3)nc3sc(C(=O)N4CCCCC4)c(N)c23)CO1	1615	1697
CNc1nc(-c2ccc(Cl)cc2)cs1	1758	2017
COc1ccc(CCC(=O)Nc2cc(S(C)(=O)=O)ccc2Cl)cc1	1463	1747
COc1cccc(NC(=O)Nc2ccc(C)c(Cl)c2)c1	1526	1635
CC(C)C(=O)NC(=S)Nc1ccc(S(=O)(=O)N2CCCC2)cc1	1763	1681
N#Cc1c(N2CCCCC2)nc(N)c2c(N)nc3c(c12)CC(CCl)O3 (stereo unspecified)	1373	1701
CC/C(=N\NC(=O)c1ccccc1Cl)c1ccc(Br)s1	1613	2029
COC(=O)c1ccccc1NC(=O)CSc1ccccc1	1839	1840
Cc1ccc(C(=O)NCc2ccccc2)c(F)c1F	1549	1809
Cc1cc(C)c(C(=O)CSc2n[nH]c(-c3ccncc3)n2)c(C)c1	1431	1802
CC(C)OC(=O)C(C)Nc1n[nH]c(=S)[nH]c1=O (stereo unspecified)	3327*	3785*
COc1ccc(NC(=O)c2ccco2)cc1S(=O)(=O)N1CCOCC1	1447	1657
Cc1cc(C)c2nc(SCC(=O)NCC3CCCO3)c(C#N)cc2c1 (stereo unspecified)	1514	1869
NS(=O)(=O)c1cccc(NC(=O)CN2CCC(Cc3ccccc3)CC2)c1	1454	1460
O=[N+]([O-])c1cc(C(F)(F)F)ccc1N1CCN(CCO)CC1	1845	1809
O=C(NCc1ccc(N2CCCC2=O)cc1)c1cn(Cc2ccccc2)nn1	1646	1849
O=C(c1cc(N2C(=O)C3C4CCC(C4)C3C2=O)ccc1Cl)N1CCCCCC1 (stereo unspecified)	1783	1869
Cc1ccnc(NS(=O)(=O)c2ccc(NC(=O)c3cc(-c4ccccc4)nc4ccccc34)cc2)n1	1716	1937
O=C(CN1N=C(c2ccccc2)CCC1=O)NCc1ccccc1	1399	1648
CCn1c(=O)[nH]c2cc(C(=O)Nc3cc(C)cc(C)c3)ccc2c1=O	1455	1961
O=C(Nc1nc(-c2ccccc2)cs1)c1ccc(N2CCOCC2)c([N+](=O)[O-])c1	1666	1606
CCCC(=O)Nc1ccc2oc(=O)ccc2c1	1446	1607
OCCN(CCO)CC(O)COc1ccc(C23CC4CC(CC(C4)C2)C3)cc1 (stereo unspecified)	1554	1946
NS(=O)(=O)c1ccc2c(c1)oc(=O)c1cc(S(N)(=O)=O)ccc12	1549	1767
CC(=O)N1CCOCCOCCN(C(C)=O)CCOCC1	1212	1484
COc1ccccc1CN(C(=O)CCl)C(C(=O)NC1CCCCC1)c1ccncc1 (stereo unspecified)	1593	1862
CCOC(=O)C1CCN(C(=O)CCc2c(C)nc3cc(-c4ccc(OC)cc4OC)nn3c2C)CC1	1579	1733
CCCCC(C(=O)O)C(C)CC(=O)Nc1cccc(C(=O)O)c1 (stereo unspecified)	1676	1710

Molecules listed so far containing bromine, in the order listed:
SMILES	SRC3 TRFRET art	SRC1 TRFRET art
COC(=O)c1cn(C(=O)c2ccc(Br)o2)c2ccccc12	1585	2069
Cc1cc(-c2ccc(Br)s2)nc(-n2cccc2)n1	2617*	2540*
CCOC(=O)c1c(NC(C)=O)sc2c(OCCN(CC)CC)c(Br)ccc12	1459	1631
COc1c(C)cc(Br)cc1C(=O)Nc1ccccc1N1CCN(C(=O)c2ccccc2)CC1	1777	1660
COC(=O)[C@@H](NC(=O)O[C@@H]1C(=O)c2cc(Br)ccc2O[C@H]1c1cccc(OC)c1)C(C)C	1426	1455
CC/C(=N\NC(=O)c1ccccc1Cl)c1ccc(Br)s1	1613	2029

Molecules above containing two or more sulfur atoms:
SMILES	SRC3 TRFRET art	SRC1 TRFRET art
CS(=O)(=O)Nc1ccc(C2=NN(C(=O)C3CCCCC3)C(c3cccs3)C2)cc1 (stereo unspecified)	1621	1437
Cc1nnc(NC(=O)C2CCN(S(=O)(=O)c3ccc(Cl)cc3)CC2)s1	1553	1916
COc1cccc(C2=NN(S(C)(=O)=O)C(c3cccs3)C2)c1 (stereo unspecified)	1556	1949
CCc1nc(Sc2nnnn2-c2ccccc2)c2c3c(sc2n1)CCCC3	1454	1768
CCCCOC(=O)Nc1nnc(SCCOc2ccc(C)cc2)s1	1656	1676
O=C(CSc1ccc2nnc(-c3ccccn3)n2n1)Nc1nccs1	1590	1676
NS(=O)(=O)c1cccc(NC(=S)NCc2ccc3c(c2)OCO3)c1	1554	1742
CC[n+]1ccc(/C=C2\Sc3ccccc3N2CCCS(=O)(=O)[O-])c2ccccc21	1700	2079
CC(C)C(=O)NC(=S)Nc1ccc(S(=O)(=O)N2CCCC2)cc1	1763	1681
NS(=O)(=O)c1ccc2c(c1)oc(=O)c1cc(S(N)(=O)=O)ccc12	1549	1767

More compounds
SMILES	SRC3 TRFRET art	SRC1 TRFRET art
COc1cc(NC(=O)COC(=O)C=C(C)C)c(C)cc1[N+](=O)[O-]	1562	1765
COc1ccc(C(=O)Nc2nnc(CCS(=O)(=O)c3ccc(C)cc3)s2)cc1	1650	1734
CCn1nc(C)c(CNC(=O)CCc2nnc(Cc3c[nH]c4ccccc34)o2)c1C	1518	1546
CCn1cc(CN2CCCC(C(=O)c3ccc(-c4ccccc4)cc3)C2)cn1 (stereo unspecified)	1383	1815
COc1ccc(Br)cc1/C=C/C(=O)Nc1ccc2ccccc2c1	1731	1762
CC(C)Cc1cc(C(=O)N2CCC(N3CCC(C(=O)NC4CC4)CC3)CC2)n[nH]1	1509	1866
CC1CCN(C(=O)CSc2ccc(-c3cccc([N+](=O)[O-])c3)nn2)CC1	1551	1804
COc1ccc(CCNC(=O)CSc2ccc(-c3ccco3)nn2)cc1OC	1491	1748
COc1ccc(/C=N/N2C(=O)C3C4C=CC(C4)C3C2=O)cc1[N+](=O)[O-] (stereo unspecified)	1447	1780
O=C(Nc1ccc(Cc2ccncc2)cc1)C1CCC(N2C(=O)C3CCCCC3C2=O)CC1 (stereo unspecified)	1424	1607
COc1ccccc1-c1c(C(F)(F)F)oc2cc(OCC(=O)Nc3ccccc3C(F)(F)F)ccc2c1=O	1462	1663
C/C(=N\NC(=O)c1ccncc1)c1cc2ccccc2o1	1463	2103
CCc1nn2c(=O)cc(COc3ccc(/C=C4\C(=N)N5N=C(C)SC5=NC4=O)cc3)nc2s1	1554	1754
COc1ccc(NC(=O)CSc2cccc3cccnc23)c(OC)c1	1428	1741
CCOc1ccc(NC(=O)CC2C(=O)N(c3cccc(OC)c3)C(=O)N2C(C)C)cc1 (stereo unspecified)	1467	1814
